Screening data: PubChem, National Center for Advancing Translational Sciences (NCATS)
aSyn yeast rescue: alpha-synuclein toxicity suppression in yeast; S. cerevisiae alpha-synuclein toxicity rescue, BacTiter-Glo growth, 24 h; Potency, µM (top dose mostly 46.1 µM), inactives show at the highest dose growth rescue (activation), most hits filed as activators; 0.02% of 94,000 active; AID 1347070; active means well fitted activation curve with a large enough effect; inconclusive means small, poorly fitted or top-dose-only effect; further: 0% is about no effect
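Growth restoration measured by BacTiter-Glo luminescence after 24 hr at 30 deg C; alpha-synuclein yeast, raffinose-pregrown to mid-log, were added at OD600=0.02 in galactose medium onto pinned compounds.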
Active calls of the source: *; ? = inconclusive; [ ] = dose if it differs, or a comment. Potency means the concentration at half of the fitted maximal effect. An excerpt; count on the stated rates, not on these rows.

SMILES | aSyn yeast rescue
COC(=O)COc1cccc(/C=N/NC(=O)CCSc2ccccc2)c1 | 3%
CCOc1ccccc1CNC(=O)c1sc2ncccc2c1-n1cccc1 | -13%
Cc1ccc(-n2c(=O)c3ccc(C(=O)NCc4ccccc4Cl)cc3n(CC(=O)Nc3cccc(Cl)c3)c2=O)cc1 | -1%
Cc1ccc(OCC(=O)Nc2ccc3nc(SCc4ccccc4)sc3c2)cc1 | 5%
CCCCN(CCCC)C(=O)C1CCN(S(=O)(=O)c2cccc3nsnc23)CC1 | -1%
CC1CCN(c2nc(NCc3ccco3)nc(N)c2[N+](=O)[O-])CC1 | 5%
CC1CCCC(N2CCN(C(=O)c3ccc(F)cc3)CC2)C1 (stereo unspecified) | 0%
COc1ccccc1N1C(=S)NC2CS(=O)(=O)CC21 (stereo unspecified) | 0%
Cc1ccc(Cl)cc1NC(=O)c1sc2nc(C)c(C)c(C)c2c1N | 2%
O=[N+]([O-])c1ccc(O)c(/C=N/Nc2ccccc2Cl)c1 | 7%
COc1cc(/C=C2/NC(=O)N(CC(=O)Nc3cccc(C)c3)C2=O)ccc1OCC(N)=O | 5%
Cc1cccc(N(Cc2cc3ccccc3[nH]c2=O)C(=O)c2cccc(Cl)c2)c1 | 4%
O=C(Cc1nc2ccccc2[nH]1)c1ccc(Br)cc1 | 6%
COc1ccc(Cc2c(C)nn(-c3nc(C)c(C(=O)Nc4ccc(C)cc4C)s3)c2C)cc1 | -8%
Cc1ccc(Cn2c(=O)n(Cc3ccccc3Cl)c(=O)c3ccccc32)cc1 | 1%
CCC(=O)N1CCc2cc(S(=O)(=O)CCC(=O)N3CCN(c4ccccc4F)CC3)ccc21 | -4%
CCOc1ccc(OCC)c(NC(=O)CN(c2ccc(C)cc2)S(=O)(=O)c2c(C)n[nH]c2C)c1 | 3%
Cc1ccc(SCC(=O)OCC(=O)N(CC(C)C)c2c(N)n(Cc3ccccc3)c(=O)[nH]c2=O)cc1C | -10%
CC(C)(Oc1ccc(Cl)cc1)C(=O)N1CCN(C(=O)c2ccco2)CC1 | -1%
C[C@@H]1CN([C@@H](C)CO)C(=O)c2cc(Br)cnc2O[C@@H]1CN(C)Cc1cncnc1 | 3%
O=C(CNCc1ccccn1)N1CCc2ccccc2C1 | -11%
CCOc1ccc(CNC(=O)c2ccc(Sc3ccc(C)cc3)c(N)c2)cc1OC | 10%
O=C(Nc1cccc(F)c1)C1CCN(C(=O)N2CCOc3ccccc32)CC1 | 6%
CCSc1ncc(Cl)c(C(=O)Nc2sc3c(c2C(=O)NCCCOC)CCCC3)n1 | 2%
CCOC(=O)Cn1c(=O)oc2cc(S(=O)(=O)Nc3ccccc3F)ccc21 | -2%
Cn1c(=O)c2c(SCC(=O)NCc3ccc(F)cc3)nc(-c3ccccc3Cl)nc2n(C)c1=O | -4%
O=C(O)CC(NS(=O)(=O)c1ccc(Br)s1)c1ccccc1 (stereo unspecified) | 1%
Cc1ccc(C)c(NC(=O)Cn2c(-c3nonc3N)nc3ccccc32)c1 | -5%
O=C(CN1CCN(Cc2cccc(Cl)c2)C1=O)NCc1ccc(F)cc1 | 2%
CN(Cc1ccccc1)S(=O)(=O)c1ccc(NC(=O)c2cc(=O)c3ccccc3o2)cc1 | 2%
N#C/C(=C\c1ccc(Cl)cc1)c1nc(-c2cc3ccccc3oc2=O)cs1 | 3%
CC1=C2C3OC(=O)C(C)C3CCC2(C)C=C(Cl)C1=O (stereo unspecified) | 4%
Cc1nc2nc(C)c(NS(=O)(=O)c3ccc(F)cc3)c(=O)n2[nH]1 | 4%
CCN(CC)S(=O)(=O)c1cccc(C(=O)OC2CC(C)OC2=O)c1 (stereo unspecified) | -40%[inhibitor]
Cc1c(Cc2ccc3c(c2)OCO3)sc(NC(=O)C2CC2)c1C(N)=O | 1%
Cc1cc(C)n2c(Nc3ccccc3)c(-c3ccccc3)nc2n1 | -1%
CCOC(=O)N1CCN(C(=O)COC(=O)c2cccc(S(C)(=O)=O)c2)CC1 | 0%
Cc1ccc2c(c1)N(C(=O)CCC(=O)Nc1ccc(F)cc1F)CC(C)O2 (stereo unspecified) | 4%
CC1=CC(C/C(C)=C/COc2ccc3ccc(=O)oc3c2)OC1=O (stereo unspecified) | 2%
Cc1ccc(C(=O)Nc2cnc3ccccn3c2=O)cc1 | -4%
O=C(NCc1ccc(Cl)cc1)C(=O)Nc1ccc(Br)cc1 | -4%
COc1ccc(C)cc1-n1nnnc1SCC(=O)NC1CCCC1 | 10%
Cc1c(NC(=O)c2ccc(Cl)cc2)cc(C(C)C)c(O)c1S(=O)(=O)c1ccccc1 | 2%
Cc1c(C(=O)Nc2ccccc2)sc2nc(-c3cc4ccccc4oc3=O)[nH]c(=O)c12 | 1%
O=C(OCC(=O)N1CCOCC1)c1ccc(Cl)cc1[N+](=O)[O-] | -4%
CCNC(=O)c1ccc(CSc2nc3cccnc3n2Cc2ccc(OC)cc2)cc1 | -8%
COc1ccccc1CNC(=O)CSc1cc(=O)n(C)c2ccccc12 | 2%
O=C(Cn1ncc2c3ccccc3n(Cc3ccc(F)cc3)c2c1=O)NCc1ccccn1 | -1%
Cc1ccc(S(=O)(=O)N2C[C@H]3n4c(=O)ccc(=O)n4C[C@H](OC(=O)Nc4c(C)noc4C)[C@@]3(O)C2)cc1 | 7%
Cc1ccc(CN(Cc2ccco2)C(=S)NCC(=O)O)cc1 | 8%
COc1ccc(/C=N/OC(=O)c2ccc(Cl)cc2)c(Cl)c1OC | 0%
CCN1CCN(CCCNC(=O)Cn2nc(C)n3c(cc4c(OC)cccc43)c2=O)CC1 | 7%
CCCSc1cc(=O)n(-c2ccc(F)cc2)nc1C(=O)OCC | 3%
Cc1ccc(NC(=O)C2CCN(C(=O)c3ccc(F)cc3)CC2)nc1 | -8%
C=CCNC(=O)c1ccc(OC2CCN(S(=O)(=O)N(C)C)CC2)cc1 | -7%
Cc1cccc(N2CCN(C(=O)CCn3c(=O)c4cccn4c4cccnc43)CC2C)c1 (stereo unspecified) | 1%
CCc1ccccc1NC(=O)CCc1c(C)nc2cc(-c3ccccc3)nn2c1C | 4%
COc1ccc(Cl)cc1NC(=O)CN1C(=O)C(C)(C)c2cc(S(=O)(=O)N3CCCCC3)ccc21 | 3%
O=C(Cn1cnc([N+](=O)[O-])n1)NCCO | 6%
O=C(C[C@H]1C(=O)N(C2CCCCC2)C[C@@H]1c1ccccc1)Nc1ccc(Br)cc1 | 8%

The results go on:
SMILES | aSyn yeast rescue
COc1ccc(NC(=O)Nc2cc(C(=O)NCc3ccc(C)cc3)ccc2N2CCCC2)cc1 | 6%
CC(=O)Nc1ccc(S(=O)(=O)Oc2ccc(/C=C3\SC(N)=NC3=O)cc2)cc1 | 1%
OCCC1CN(Cc2cccn2-c2nccs2)CCN1Cc1ccc(F)c(F)c1 (stereo unspecified) | 3%
CC1(c2ccccc2)NC(=O)N(CC(=O)N2CCN(S(=O)(=O)c3cccc([N+](=O)[O-])c3)CC2)C1=O (stereo unspecified) | 1%
Cc1[nH]n(-c2ccccc2)c(=O)c1C=Nc1cccc(F)c1 | -3%
CCCc1nn(C)c2c(=O)[nH]c(-c3cc(S(=O)(=O)Nc4ccc(NC(C)=O)cc4)ccc3OCC)nc12 | 3%
Cc1cccc(N(C)S(=O)(=O)c2nnc(NC(=O)C(C)(C)C)s2)c1 | 5%
Cc1c(Cl)cccc1-n1ncc(C(=O)NCc2cccs2)c1C1CCN(C(=O)OC(C)(C)C)CC1 | 21%
N#CCCn1cc(C(=O)CN2C(=O)NC3(CCc4ccccc43)C2=O)c2ccccc21 (stereo unspecified) | -3%
COc1ccc(NS(=O)(=O)c2cc(NC(=O)CC3CCCC3)ccc2N2CCOCC2)cc1 | -3%
O=C(CSc1nccn1C1CCCC1)Nc1cc(C(F)(F)F)ccc1Cl | 5%
CN1CCC(N(C)C(=O)/C=C/c2cn(-c3ccccc3)nc2-c2cccs2)CC1 | -16%
COc1ccc2oc(=O)c(-c3csc(/C(C#N)=C/c4ccc(F)cc4)n3)cc2c1 | -8%
O=C(Nc1ccc2nc(SCCOc3ccccc3Cl)sc2c1)c1cccs1 | 5%
COc1ccc(-c2nc(Cn3c(SCc4ccc(F)cc4)nc4cccnc43)c(C)o2)cc1 | ?
CC(C)c1cccc(C(C)C)c1NC(=O)COC(=O)C1CCC1 | 0%
CCc1nnc(NC(=O)CSc2nc3c([nH]c4ccccc43)c(=O)n2-c2ccc(Cl)cc2)s1 | -3%
O=c1cc(CS(=O)(=O)c2ccccc2)nc(-c2ccncc2)[nH]1 | -1%
Cc1ccc(CNC(=O)c2cc3c(=O)n(C)c4ccccc4c3n2C)o1 | 13%
CC1CCN(C(=O)CN(c2cccc(F)c2)S(C)(=O)=O)CC1 | 5%
COCCNC(=O)Cn1cc(/C=N/NC(=O)c2ccc(Oc3ccc(O)cc3)cc2)c2ccccc21 | -2%
COc1ccc(C2C=C(c3ccccc3)Nc3nc(NC(=O)/C=C/c4ccccc4OC)nn32)cc1 (stereo unspecified) | -6%
CSc1ncnc2c1ncn2CCCNCc1cccc2ccccc12 | -3%
O=C(CSc1cn(CC(=O)N2CCOCC2)c2ccccc12)Nc1ccccc1 | 2%
CCCCCC(=O)N1C[C@@H](n2cc(COC(=O)c3ccccc3)nn2)[C@H](O)C[C@@H]1c1ccc(C)cc1 | 3%
O=c1c2sc3ccccc3c2n(Cc2cccc(F)c2)c(=O)n1CCc1ccccc1 | 4%
O=C(CSCc1cc(=O)[nH][nH]1)Nc1ccc(F)cc1 | -8%
Cc1cc(=O)n(Cc2ccc(Br)cc2F)c2c1c(C)nn2-c1ccccc1 | 4%
O=C(CCc1c[nH]c2ccccc12)OCC(=O)c1ccccc1 | -5%
N=c1c(C(=O)NC2CCCCC2)cc2c(=O)n3ccccc3nc2n1Cc1cccnc1 | 10%
Cc1ccc(-c2cn3ccc(C)cc3n2)cc1 | 1%
O=C(NNC(=O)c1cccc([N+](=O)[O-])c1)c1ccncc1 | -6%
CC(C)COC(=O)N(C)C[C@H]1OCc2cnnn2CCCC(=O)N([C@H](C)CO)C[C@H]1C | 2%
COC(=O)c1ccc(NC(=O)n2ncc3c(C)cccc32)cc1 | -2%
O=C(CN1C(=O)NC2(CCOc3ccccc32)C1=O)c1ccc(Cl)cc1 (stereo unspecified) | 16%
Cc1cccc(N(C)c2nc3ccc(C(=O)c4ccccc4)cc3n3c(C)nnc23)c1 | 0%
CCN(CC)c1ccc(NC(=O)CN2C(=O)c3cccnc3Sc3ccccc32)c(C)c1 | -2%
O=C(COc1ncnc2cc([N+](=O)[O-])ccc12)NCCc1ccc(Cl)cc1 | 2%
CCOc1ccc(C(CC(=O)O)N2Cc3ccccc3C2=O)cc1OC (stereo unspecified) | -2%
Nc1ccc(C(=O)NCc2ccccc2)cc1 | 3%
O=C(Nc1ccc(S(=O)(=O)N2CCCC2)cc1)c1ccccc1 | 2%
Cc1ccc(C)c(N2CCN(C(=O)c3cc4ccccc4oc3=O)CC2)c1 | 0%
COc1ccc(OC)c(-n2c(SCC(=O)N3CCc4ccccc43)nc3c(c2=O)SCC3)c1 | 5%
COCC(C)NC(=O)Cn1c(SCc2ccccc2)nc2ccccc21 (stereo unspecified) | 13%
C#CCN(C[C@@H]1[C@@H](OC(=O)Nc2c(C)noc2C)[C@@H](OC(=O)Nc2c(C)noc2C)Cn2c(=O)n(CCCCCC)c(=O)n21)S(=O)(=O)c1ccc(C)cc1 | -3%
COc1ccc(OCC(O)Cn2c(N)nc3c2c(=O)[nH]c(=O)n3C)cc1 (stereo unspecified) | 7%
CN(C)CCn1c2c(c(SCC(=O)Nc3ccc4c(c3)OCCO4)nc1=O)CCCC2 | 1%
Cc1ccc(CC(=O)N2CCN(S(=O)(=O)c3ccccc3)CC2)cc1C | 0%
Cc1cccc(-n2c(-c3ccco3)nc3c(cnn3-c3ccccc3C)c2=O)c1 | -9%

Of the compounds above, 20 contain fluorine:
SMILES | aSyn yeast rescue
CC1CCCC(N2CCN(C(=O)c3ccc(F)cc3)CC2)C1 (stereo unspecified) | 0%
CCC(=O)N1CCc2cc(S(=O)(=O)CCC(=O)N3CCN(c4ccccc4F)CC3)ccc21 | -4%
O=C(Nc1cccc(F)c1)C1CCN(C(=O)N2CCOc3ccccc32)CC1 | 6%
CCOC(=O)Cn1c(=O)oc2cc(S(=O)(=O)Nc3ccccc3F)ccc21 | -2%
Cn1c(=O)c2c(SCC(=O)NCc3ccc(F)cc3)nc(-c3ccccc3Cl)nc2n(C)c1=O | -4%
O=C(CN1CCN(Cc2cccc(Cl)c2)C1=O)NCc1ccc(F)cc1 | 2%
Cc1nc2nc(C)c(NS(=O)(=O)c3ccc(F)cc3)c(=O)n2[nH]1 | 4%
Cc1ccc2c(c1)N(C(=O)CCC(=O)Nc1ccc(F)cc1F)CC(C)O2 (stereo unspecified) | 4%
O=C(Cn1ncc2c3ccccc3n(Cc3ccc(F)cc3)c2c1=O)NCc1ccccn1 | -1%
CCCSc1cc(=O)n(-c2ccc(F)cc2)nc1C(=O)OCC | 3%
Cc1ccc(NC(=O)C2CCN(C(=O)c3ccc(F)cc3)CC2)nc1 | -8%
OCCC1CN(Cc2cccn2-c2nccs2)CCN1Cc1ccc(F)c(F)c1 (stereo unspecified) | 3%
Cc1[nH]n(-c2ccccc2)c(=O)c1C=Nc1cccc(F)c1 | -3%
O=C(CSc1nccn1C1CCCC1)Nc1cc(C(F)(F)F)ccc1Cl | 5%
COc1ccc2oc(=O)c(-c3csc(/C(C#N)=C/c4ccc(F)cc4)n3)cc2c1 | -8%
COc1ccc(-c2nc(Cn3c(SCc4ccc(F)cc4)nc4cccnc43)c(C)o2)cc1 | ?
CC1CCN(C(=O)CN(c2cccc(F)c2)S(C)(=O)=O)CC1 | 5%
O=c1c2sc3ccccc3c2n(Cc2cccc(F)c2)c(=O)n1CCc1ccccc1 | 4%
O=C(CSCc1cc(=O)[nH][nH]1)Nc1ccc(F)cc1 | -8%
Cc1cc(=O)n(Cc2ccc(Br)cc2F)c2c1c(C)nn2-c1ccccc1 | 4%
